Epigenetic derep: regulators of epigenetic silencing causing reporter derepression in mouse cells. murine LDR cells, GFP reporter derepression, 30 h. Potency, µM (titrated, usually from 53.9 µM), inactives show top-dose GFP activation, hits mostly activators. 280,000 tested, 0.2% active; note: % of control where 0% means no effect; nearly all actives have a fitted effect of over 60% in size
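Murine LDR cells carrying a silenced, genomically integrated CMV-driven GFP reporter were exposed to compound for 30 hours at 37 C. After PBS washes, GFP-positive cells (20–120 um objects) were counted by laser-scanning microplate cytometry.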
GAA spleen mod: inhibitors or activators of human alpha-glucosidase in spleen homogenate | Potency, µM (series often up to 79.9 µM), for inactives: top-dose activity change, negative = inhibition, actives largely listed as inhibitors | 240,000 tested, 0.006% active | human spleen homogenate, 4-MU-alpha-glucoside fluorescence | AID 2112 | P10253;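 note: 0% = enzyme with vehicle and -100% = no enzyme basal signal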
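Human spleen homogenate (1 ug) incubated with compounds and 1 mM 4-methylumbelliferyl-alpha-D-glucopyranoside in pH 5.0 citrate/phosphate buffer, 37 C, 40 min. Stopped at pH 10; 4-MU fluorescence (Ex 365/Em 440 nm); AC50 by Hill fit.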
Tau fluor counter: counter-screen for tau fibril formation inhibitors. tau K18 P301L (four-repeat tau fragment) Alexa594 fluorescence, heparin fibrillization. Potency, µM (doses to about 57.7 µM), for the others: at the top dose activity change, negative = decrease. 280,000 tested, 0.93% active. AID 1463; note: % is set by controls: 0 for no effect and ±100 for the full control effect; nearly all actives have a fitted effect of over 55% in size
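Human K18 P301L tau (15 uM unlabeled plus 0.24 uM Alexa 594-labeled, final) in 100 mM sodium acetate pH 7 was mixed with compound and 20 uM heparin and incubated 6 hr at 37 C.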
GAA glycogen: inhibitors or activators of human alpha-glucosidase glycogen cleavage | P10253 | recombinant GAA, glycogen substrate, Amplex Red glucose oxidase fluorescence | Potency, µM (doses to about 76.4 µM), for the others: at the top dose activity change, negative = inhibition, usual class: inhibitors | 300,000 tested, 0.38% active | AID 2100;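 note: 0% = full enzyme reaction and -100% = no-enzyme basal signal; the screen sought inhibitors and activators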
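qHTS, 1536-well; enzyme 4 nM final; cpd up to 77 uM; substrate bovine liver glycogen 30 ug; 50 mM citrate/phosphate pH 5.0, 0.01% Tween-20; 37 C, 40 min; Amplex Red detection 45 min RT; Hill fit → AC50.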
GAA inhib: blocks human lysosomal alpha-glucosidase; Potency, µM (series often up to 76.9 µM), for inactives: at the highest dose activity change, negative = inhibition, usual class: inhibitors; purified human GAA, 4-MU-alpha-glucoside fluorescence; 200,000 tested, 0.005% active; AID 1466; P10253;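 note: plate controls were uninhibited enzyme wells for no effect and no-enzyme background for full effect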
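Fluorogenic assay: 4 nM human alpha-glucosidase with 400 uM 4-methylumbelliferyl-alpha-D-pyranoside in 50 mM citrate/phosphate, 0.005% Tween-20, pH 5.0, 20 min at room temperature. Compounds tested up to 77 uM; AC50 from Hill fits.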
GLA spleen mod: inhibits or activates alpha-galactosidase in human spleen homogenate. 240,000 tested, 0.008% active. human spleen homogenate, 4MU-alpha-Gal fluorescence, 40 min. AID 2107. Potency, µM (titrated, usually from 80 µM), for inactives: at the top dose activity change, negative = inhibition, hits mostly inhibitors;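 note: 0% = enzyme with vehicle and -100% = no enzyme basal signal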
Target sequence (P06280 32-429 limits assumed): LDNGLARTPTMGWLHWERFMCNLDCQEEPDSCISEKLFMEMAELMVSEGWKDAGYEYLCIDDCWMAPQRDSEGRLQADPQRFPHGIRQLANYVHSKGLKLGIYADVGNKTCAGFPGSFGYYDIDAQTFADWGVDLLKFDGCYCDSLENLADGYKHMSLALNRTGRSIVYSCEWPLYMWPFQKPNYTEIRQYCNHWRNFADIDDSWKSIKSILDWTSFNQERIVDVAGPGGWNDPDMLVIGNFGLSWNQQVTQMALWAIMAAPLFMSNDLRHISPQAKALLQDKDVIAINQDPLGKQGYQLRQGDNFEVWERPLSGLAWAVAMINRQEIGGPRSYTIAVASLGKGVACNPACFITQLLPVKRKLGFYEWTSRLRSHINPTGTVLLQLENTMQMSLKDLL
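Fluorogenic readout (Ex 365/Em 440 nm) of 4-methylumbelliferone released from 1 mM 4-MU-alpha-galactoside by spleen homogenate, 40 min at 37C, pH 5.0. Data normalized to no-enzyme and enzyme controls; Hill-equation AC50 from compound titrations.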
ALDH1A1 inh: inhibitors of human aldehyde dehydrogenase 1A1. P00352. Potency, µM (series often up to 75.3 µM), without a hit: at the top dose activity, negative = inhibition, most hits filed as inhibitors. AID 1030. 220,000 tested, 7.3% active. Purified ALDH1A1, NADH fluorescence, propionaldehyde substrate; active = well fitted inhibition curve with a large enough effect, not every such curve was filed as active; inconclusive = small, poorly fitted or top-dose-only effect, or another doubt; inactive = no such curve, though single readings can be large or run the other way;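 note: plate controls were no enzyme wells and a reference inhibitor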
NPSR antagonist: neuropeptide S receptor (human) antagonism, cAMP | Q6W5P4 | 220,000 tested, 1% active | CHO-NPSR cells, cAMP TR-FRET, antagonist mode | Potency, µM (doses to about 38.3 µM), without a hit: top-dose activity change, negative = inhibition, actives largely listed as inhibitors; note: % is set by controls: 0 for no effect and ±100 for the full control effect; nearly all actives have a fitted effect of over 50% in size; many of its hits are not listed in these tables
Target sequence (Q6W5P4 whole entry, looked up): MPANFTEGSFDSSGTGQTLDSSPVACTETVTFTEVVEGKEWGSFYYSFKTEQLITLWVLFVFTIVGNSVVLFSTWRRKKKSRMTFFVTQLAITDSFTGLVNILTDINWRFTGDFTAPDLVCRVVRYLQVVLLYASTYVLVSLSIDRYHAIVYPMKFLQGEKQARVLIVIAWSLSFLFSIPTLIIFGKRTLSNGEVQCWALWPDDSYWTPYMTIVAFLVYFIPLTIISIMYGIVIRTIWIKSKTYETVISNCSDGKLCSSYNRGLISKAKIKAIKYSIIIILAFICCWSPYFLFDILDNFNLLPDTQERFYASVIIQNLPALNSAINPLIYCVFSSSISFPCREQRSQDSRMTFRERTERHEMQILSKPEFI
Active calls of the source: *; ? = inconclusive; / = not tested or not shown; & = joins results of further samples; [ ] = dose if it differs, or a comment. Unless noted, calls come from the whole dose curve; as a rule, active = well fitted curve in the direction sought with a large enough effect; inconclusive = small, poorly fitted or top-dose-only effect, or another doubt; inactive = no such curve, though single readings can be large; an effect the other way counts as inactive or inconclusive. Potency is the fitted concentration of half-maximal effect.

Sequence of screens: Epigenetic derep, GAA spleen mod, Tau fluor counter, GAA glycogen, GAA inhib, GLA spleen mod, ALDH1A1 inh, NPSR antagonist
- CCOC1=C/C(=C/c2c(N)n3oc(C)cc3nc2=O)C=CC1=O
  -1.3%, -4%, -21%, -7%, -5%, -8%, ?, -41%
- FC(F)(F)C(F)(F)C(F)(F)c1nnc2ccc(N3CCOCC3)nn12
  0.0%, -12%, -2%, 2%, -1%, 3%, 2%, -9%[46.1 µM]
- Cc1nc2sc(C(c3ccccc3)N3CCN(C(=O)c4ccco4)CC3)c(O)n2n1 (configuration not stated)
  -1.0%, 8%, 4%, 0%, -13%, 4%, -2%, 1%[46.1 µM]
- COc1ccc(NS(=O)(=O)c2cc(NC(=O)CC(=O)c3ccc([N+](=O)[O-])cc3)ccc2C)cc1
  1.1%, -5%, 7.9µM*[quencher], -3%, -5%, 3%, 3%, -19%
- COc1cccc(OCC(=O)NNC(=S)Nc2ccc(Cl)cc2Cl)c1
  2.0%, 8%, 8%, 56µM*, 8%, 12%, 2µM*, -1%
- C=CCN(CC=C)C(=O)c1ccncc1
  -1.6%, -5%, 5%, 5%, -4%, 3%, -4%, 7%[46.1 µM]
- CC(=O)Nc1nnc(CSCc2ccc(F)cc2)s1
  0.1%, -14%, 3%, 1%, /, -1%, /, -5%
- CCC(Sc1ncccc1C(=O)O)C(=O)N1CCCC1 (configuration not stated)
  4.0%, 1%, -8%, -15%, 0%, 2%, -9%, 5%[46.1 µM]
- CCCc1[nH]n(-c2nc3ccccc3s2)c(=O)c1C=NCCN1CCOCC1
  -0.8%, 6%, -1%, 4%, ?, 7%, ?, -8%[46.1 µM]
- CN=C1SC(C(=O)O)CC(=O)N1C (configuration not stated)
  -0.4%, -2%, 10%, -14%, -1%, -8%, -2%, 4%[46.1 µM]
- Cc1ccc(-c2csc(N(CCc3ccccc3)C(=O)COc3ccccc3)n2)cc1
  -2.1%, 5%, -9%, 5%, 6%, 13%, 3%, -7%[46.1 µM]
- CCCCNC(=O)Nc1ccc(C2SCCS2)cc1
  -1.0%, 0%, ?, 5%, /, 5%, /, -15%[7.67 µM]
- COc1ccc(/C=N/n2c(C)cc(C)c(C(N)=O)c2=O)cc1
  -0.8%, -9%, -8%, 1%, -3%, -2%, 1%, -2%[46.1 µM]
- Cc1cccc2c(-c3ccccc3)cc(=O)[nH]c12
  -1.0%, -6%, 2%, 1%, 2%, -7%, 5%, 0%[46.1 µM]
- C[C@H](O)CC1=C[C@H](O)[C@@H](C)OC1=O
  -4.5%, 9%, -1%, -5%, /, 5%, 3%, -32%
- COc1ccccc1/C=C1\SC(=S)N(N2C(=O)CCCC2=O)C1=O
  -3.8%, 3%, ?, -15%, -3%, 6%, 25µM*, -17%
- COc1nc(N(C)C)nc(N(OC)S(=O)(=O)c2ccccc2Cl)n1
  -1.3%, 3%, 3%, -3%, -6%, -3%, 0%, -12%[46.1 µM]
- CCC(C)N=Cc1c(Nc2ccccc2)nc2c(C)cccn2c1=O (configuration not stated)
  7.6%, 5%, -3%, -7%, /, 1%, /, -29%
- Cc1c(NC(=O)NCc2ccccc2)c(=O)n(-c2ccccc2)n1C
  -2.3%, 2%, 4%, -2%, -1%, 0%, -1%, -13%[46.1 µM]
- CCN(CC)C(=O)c1cccc(C)c1
  -0.8%, -6%&3%, 2%, /, /, 11%&-3%, 4%&4%, /
- COC1(OC)N=C(N)C2(C#N)C(c3cccc(Oc4ccccc4)c3)C12C#N (configuration not stated)
  0.0%, 0%, -19%, -9%, 0%, 15%, 22µM*, -8%[46.1 µM]
- CC(C)(C)c1ccc(CN2N=Nc3ccccc3S2(=O)=O)cc1
  0.8%, -1%, -4%, -7%, -7%, -8%, 22µM*, 10µM*
- O=C(NC1=NCCS1)[C@H](Cc1ccccc1)N1C(=O)c2ccccc2C1=O
  2.6%, -12%, -9%, 4%, -1%, 2%, 3%, -3%[46.1 µM]
- Cc1ccc2nc(-c3ccc(NC(=O)COC(=O)c4ccc(Br)o4)cc3)sc2c1
  0.0%, -8%, -11%, 15%, 5%, 6%, ?, -17%[46.1 µM]
- CC1=CC(C)(C)NC(=S)N1NC(=O)c1ccccc1Cl
  0.1%, 0%, 6%, -1%, /, -3%, /, 12%
- COc1ccc(NC(=O)CSc2nc3ccccc3c(=O)n2CCCN2CCCCC2)c(OC)c1
  -0.2%, 0%, -11%, -3%, -6%, 0%, 10µM*, -3%[46.1 µM]
- Cc1cc(-c2n[nH]c(=S)n2/N=C/c2ccc(Cl)c([N+](=O)[O-])c2)n[nH]1
  -1.6%, -5%, -23%, -5%, 8%, 4%, 14µM*, -19%
- CCC(C)NC(=O)c1cnn2c1NC(c1cccs1)CC2C(F)(F)F (configuration not stated)
  -2.9%, -4%, -13%, 1%, -1%, 2%, 7%, -7%[46.1 µM]
- NC(=O)NCc1ccccc1Cl
  -0.2%, 4%, 3%, -4%, /, 13%, 6%, -8%
- CC1CCN(CCCNC(=O)c2ccc3c(=O)n(CCc4ccccc4)c(=O)[nH]c3c2)CC1
  -2.4%, 4%, -10%, 11%, 13%, ?, ?, 16%[46.1 µM]
- COc1ccc(/C=N/NC(=O)CCn2nc(C)cc2C)cc1
  -0.2%, -1%, -7%, -2%, /, -1%, /, -2%
- CC(=O)c1cccc(NC(=O)c2ccc(-c3ccccc3[N+](=O)[O-])o2)c1
  -0.9%, -1%, ?, -1%, 7%, -1%, ?, -3%
- Cc1ccc(S(=O)(=O)/N=C(/Nc2ccccn2)c2ccc(Cl)cc2)cc1
  0.0%, -4%, -10%, 4%, 0%, 4%, ?, -1%
- O/C(=C\c1nc2ccccc2nc1/C=C(\O)c1ccccc1)c1ccccc1
  ?, 0%, -8%, 1%, -7%, 9%, 5%, -58%
- O=C1NC(NS(=O)(=O)c2ccc(Cl)cc2)(C(F)(F)F)C(=O)N1Cc1cccnc1 (configuration not stated)
  1.0%, 9%, -18%, ?, 0%, 8%, -2%, -1%
- CC(C)NC(=O)Cn1cc(C#N)c2cc(Br)ccc21
  -1.1%, 4%, -6%, -5%, 3%, 5%, 5%, 24%[46.1 µM]
- O=c1c2cnn(-c3ccccc3)c2ncn1Cc1ccccn1
  -0.2%, -4%, -14%, 2%, -6%, -1%, -9%, 1%[46.1 µM]
- CCn1nc(C)c(CN2CCCC(C(=O)c3cccc(OC(C)C)c3)C2)c1C (configuration not stated)
  -1.5%, -2%, 2%, -7%, 0%, 1%, -2%, 5%
- Cc1cccc(C)c1NC(=O)N1CCN(c2nc3ccccc3s2)CC1
  0.0%, 8%, -9%, -3%, -14%, 18%, -15%, -4%[46.1 µM]
- CCOC(=O)c1c(NC(=O)C(=O)N/N=C(\C)c2ccc(OC)cc2)sc2c1CCCCC2
  1.5%, 3%, -8%, -30%, -15%, -1%, ?, -4%
- O=C(NCCc1c[nH]c2ccccc12)c1cncc(Br)c1
  -1.4%, -15%, -13%, -5%, ?, ?, ?, -3%
- Cc1cc(SCC(=O)NN=C2CCN(C(C)C)CC2)c(C)cc1Br
  0.0%, -4%, -4%, 8%, -7%, -12%, ?, 16%
- CCOC(=O)c1c(CSC(=N)N)n(-c2ccccc2)c2cc(Br)c(OC(C)=O)cc12
  17%, 2%, ?, 0%, /, -3%, /, ?
- O=C(O)COc1ccccc1/C=N/Nc1ccc(S(=O)(=O)N2CCOCC2)cc1[N+](=O)[O-]
  -1.5%, -9%, -11%, ?, -5%, 4%, ?, -14%
- Fc1ccccc1N1CC(c2ccccc2)C(c2cccs2)=N1 (configuration not stated)
  -0.3%, ?, ?, 2%, ?, ?, ?, -8%[46.1 µM]
- O=S(=O)(Cc1ccc(Cl)cc1)Nc1ccc2c(c1)OCO2
  0.0%, 2%, 7%, 5%, ?, -8%, 2%, -5%[46.1 µM]
- COc1cccc(-n2c(SCC(N)=O)nc3c([nH]c4ccccc43)c2=O)c1
  0.0%, -7%, -7%, -5%, 2%, 19%, ?, -13%[46.1 µM]
- CCN(CC)S(=O)(=O)c1ccc(C(=O)NNC(=O)c2cccs2)cc1
  -0.9%, -5%, 4%, 14%, -2%, -10%, 0%, 6%
- COc1ccc(/C=C/C(=O)c2c(O)ccc3c(C)cc(=O)oc23)cc1
  0.0%, -2%, -15%, 4%, -6%, 2%, -5%, 29%[46.1 µM]
- Brc1ccc(-c2nnc(Cc3ccccc3)o2)cc1
  0.1%, 0%, -19%, 0%, /, 6%, /, 8%

Continued:
Sequence of screens: Epigenetic derep, GAA spleen mod, Tau fluor counter, GAA glycogen, GAA inhib, GLA spleen mod, ALDH1A1 inh, NPSR antagonist
- COc1ccc(CCNC(=O)C23CCC(C)(C(=O)C2=O)C3(C)C)cc1OC (configuration not stated)
  1.1%, 8%, -3%, -18%, 11%, 5%, ?, 9%
- COc1ccc(C(=O)Nc2ccc3c(c2)nc(CN2CCN(C(C)=O)CC2)n3C)cc1
  1.2%, -9%, -1%, 2%, 0%, -15%, -6%, -2%[46.1 µM]
- COc1ccc(C(=O)Nc2ccccc2)cc1S(=O)(=O)Nc1cc(C)on1
  5.4%, -4%, -12%, -3%, -2%, 2%, 13%, -18%[46.1 µM]
- C=CCSc1ncccc1C(=O)NCc1ccc(C)cc1
  -0.1%, -8%, -5%, -2%, 2%, -19%, -3%, -1%[46.1 µM]
- CCCCNC(=O)CSc1nnc(Cc2ccccc2)n1CC
  0.0%, -6%, 3%, 3%, 1%, 2%, ?, -6%[46.1 µM]
- CCN(CC)c1ccc(/C=N/N2CCN(Cc3ccc(C)cc3)CC2)c(O)c1
  -0.6%, 2%, -30%, ?, -6%, -25%, ?, -2%[46.1 µM]
- Cc1cc(NCCCN)nc(-c2ccccc2O)n1
  1.9%, 2%, -19%, -3%, -6%, 10%, ?, 9%[46.1 µM]
- Cc1ccc(OCC(=O)N/N=C\c2ccc(-c3cccc(C(=O)O)c3)o2)c(C)c1
  -1.1%, -7%, -23%, 4%, -2%, 3%, ?, -24%
- CCCCN(CCCC)CCNC(=O)CSCc1ccc(C)cc1
  -2.7%, 2%, 1%, -24%, -12%, 4%, 28µM*, 5%
- O=C(COC(=O)c1ccc[nH]c1=O)Nc1ccc(S(=O)(=O)N2CCCC2)cc1
  -1.1%, 2%, -13%, 1%, /, 0%, /, 15%
- Cc1ccc2cc(C#N)c(NCCNC(=S)NCCCN3CCOCC3)nc2c1
  0.0%, 6%, -59%, -1%, 7%, -2%, -13%, 47%

Some of the compounds tested; count on the stated rates, not on these rows.
